DUSP3 inh – blocks human VHR1 dual specificity phosphatase; P51452; recombinant VHR phosphatase, pNPP absorbance; inhibition, % at 13.3 µM; 0.52% of 290,000 active; AID 1654; in the data active = inhibition above about 50%; also: some compounds called inactive have numbers as strong as hits
Target sequence (P51452 whole entry, looked up): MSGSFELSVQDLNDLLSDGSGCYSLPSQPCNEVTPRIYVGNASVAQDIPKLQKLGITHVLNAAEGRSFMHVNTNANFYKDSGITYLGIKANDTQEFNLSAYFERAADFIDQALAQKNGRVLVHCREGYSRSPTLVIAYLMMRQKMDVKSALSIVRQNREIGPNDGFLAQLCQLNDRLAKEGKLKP
PrPC TRFRET – cell surface PrPC inhibition, primary TR-FRET screen; TR-FRET read-out; P04156; 0.43% of 370,000 active; inhibition, % at 13.8 µM; AID 720596; in the data active = inhibition above about 24%; also: 0% = median of the test wells and 100% = reference compound wells
MazEF act – MazEF (E. coli) toxin RNase activation. P0AE70. FAM/BHQ RNA-DNA oligo cleavage fluorescence, 5 h. activation, % at 20 µM. 0.32% of 350,000 active. AID 504720; in the data active = activation above about 50%
CCHFV vOTU inh – CCHFV vOTU protease inhibition; Pep-AMC fluorescence; inhibition, % at 11.5 µM; 0.55% of 370,000 active; AID 651958; in the data active = inhibition above about 30%; also: 0% = vehicle wells with enzyme and 100% = no enzyme wells
Rv3671c inh – inhibitors of M. tuberculosis serine protease Rv3671c; inhibition, % at 5.96 µM; P9WHR9; 0.048% of 320,000 active; in the data active = inhibition above about 38%;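 also: extracellular domain of Rv3671c used as enzyme; 0% = enzyme with DMSO and 100% = no enzyme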
3CLpro inhibitor – SARS-CoV 3CLpro protease inhibition | inhibition, % at 6 µM | recombinant SARS-CoV 3CLpro, quenched FRET peptide cleavage | P0C6X7 | AID 1706 | 0.14% of 290,000 active; in the data active = inhibition above about 12%
PriA SSB inh – blocks PriA binding to SSB C-terminal tail. AlphaScreen SSBct-PriA binding, biotinylated peptide. 0.6% of 430,000 active. inhibition, % at 33 µM. AID 1272365; in the data active = inhibition mostly above about 37%, no sharp cut-off; inactive = mostly below about 20%;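 also: plate controls were negative control peptide for no effect and reference peptide for full effect; strong numbers were not always called active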
BoNT-F LC inh – blocks Botulinum neurotoxin F light chain protease; AID 588497; Multiplex microsphere protease cleavage assay, flow cytometry; 0.22% of 360,000 active; inhibition, % at 10 µM; in the data active = inhibition above about 35%, passing the limit was not always enough; inconclusive = no clear call, values can overlap the other calls; also: plate controls were buffer without enzyme for full effect and enzyme alone for no effect
BoNT-A LC inh2 – inhibitors of Botulinum neurotoxin A light chain protease; 0.17% of 360,000 active; multiplex microsphere protease substrate cleavage, flow cytometry; inhibition, % at 10 µM; also: plate controls were buffer without enzyme for full effect and enzyme alone for no effect
Anthrax LF inh2 – anthrax lethal factor protease inhibition; multiplex microsphere protease cleavage assay, LF; inhibition, % at 10 µM; 0.12% of 360,000 active; AID 588501; also: plate controls were buffer without enzyme for full effect and enzyme alone for no effect
Target sequence (P15917 whole entry, looked up): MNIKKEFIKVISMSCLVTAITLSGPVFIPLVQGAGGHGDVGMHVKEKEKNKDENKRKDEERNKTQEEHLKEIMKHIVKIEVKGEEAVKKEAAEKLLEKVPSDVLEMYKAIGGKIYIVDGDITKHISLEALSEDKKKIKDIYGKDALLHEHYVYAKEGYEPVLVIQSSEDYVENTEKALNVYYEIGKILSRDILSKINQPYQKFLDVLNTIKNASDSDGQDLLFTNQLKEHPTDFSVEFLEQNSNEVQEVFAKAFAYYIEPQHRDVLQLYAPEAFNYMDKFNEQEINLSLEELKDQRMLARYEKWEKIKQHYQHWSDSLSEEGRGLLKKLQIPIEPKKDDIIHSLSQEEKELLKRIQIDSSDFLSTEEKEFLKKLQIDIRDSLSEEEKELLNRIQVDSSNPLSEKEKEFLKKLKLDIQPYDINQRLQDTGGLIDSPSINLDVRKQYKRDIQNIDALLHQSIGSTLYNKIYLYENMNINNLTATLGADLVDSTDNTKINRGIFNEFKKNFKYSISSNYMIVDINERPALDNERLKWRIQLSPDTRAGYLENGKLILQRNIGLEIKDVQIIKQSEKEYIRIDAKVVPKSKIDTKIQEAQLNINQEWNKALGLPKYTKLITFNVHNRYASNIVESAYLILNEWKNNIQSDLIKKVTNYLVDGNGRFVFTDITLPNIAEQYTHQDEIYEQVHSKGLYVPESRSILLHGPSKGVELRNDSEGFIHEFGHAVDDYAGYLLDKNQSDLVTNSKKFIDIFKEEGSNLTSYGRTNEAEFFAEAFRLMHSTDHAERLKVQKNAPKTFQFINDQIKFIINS
The depositor's hits bear a star; ? = inconclusive; . = not tested or not shown; & = joins results of further samples. Rule as the data show it, unless noted: active = inhibition above about 30%; inconclusive = no clear call, values can overlap the other calls; inactive = below that.

Molecule	DUSP3 inh	PrPC TRFRET	MazEF act	CCHFV vOTU inh	Rv3671c inh	3CLpro inhibitor	PriA SSB inh	BoNT-F LC inh	BoNT-A LC inh2	Anthrax LF inh2
Cc1cc(CN2CCC(N3CCC(C(=O)NC4CC4)CC3)CC2)cc(C)c1O	10	-3	6	9	1	3	-7	7	3.7	1
O=C(COc1ccc(Cc2ccccc2)cc1)c1ccc(F)cc1	16	-6	-6	6	-21	-6	-106	1	-0.3	-1
CN(C)CCCN(C(=O)c1cccc(N2C(=O)CCC2=O)c1)c1nc2cc3c(cc2s1)OCO3	11	-7	4	13	5	0	5	-1	0.5	-4
CCOC(=O)c1c(NC(=O)C2CCCO2)sc2c1CCC2 (configuration not stated)	25	-3	8	14	-5	1	-12	-17	0.2	-3
Cc1ccccc1CC1(C)C(=O)Nc2ccc(S(=O)(=O)NC3CCCCC3)cc21 (configuration not stated)	.	12	.	7	.	.	.	4	0.6	0
O=c1oc2ccccc2c2c1ccc1ccccc12	.	-2	-3	-34	.	.	-57	-3	0.0	-5
O=C(NCc1ccncc1)c1ccc(OCc2ccccc2)cc1	.	5	-1	-3	-5	0	-8	?	3.4	-5
COc1ccc(Cl)cc1C(=O)NC(=S)Nc1ccccc1N1CCOCC1	21	0	-15	9	-2	1	-11	-1	-1.8	-2
Cn1c(=O)c([N+](=O)[O-])c(Oc2ccccc2)c2ccccc21	18	1	6	-8	.	3	-4	4	1.2	-2
COc1ccc(-c2nc(CS(=O)CC(=O)NCCc3ccc(C)cc3)c(C)o2)cc1OC (configuration not stated)	11	-11	4	15	0	-2	-24	-2	0.8	-3
OCCN1CCN(c2cnc(-c3ccsc3)cn2)CC1	.	-2	.	-7	.	.	.	2	-0.1	1
N#Cc1cccc(NC(=O)Cc2ccsc2)c1	2	7	0	7	2	2	2	-12	-3.0	-9
O=C(O)C1(c2cccc(Cl)c2)CCC1	18	-6	4	5	-1	-5	-5	0	1.8	-4
O=C(CC(c1ccccc1)(c1ccccc1)c1ccccc1)N[C@@H](Cc1ccc(O)cc1)C(=O)O	3	0	3	-4	1	4	0	3	0.3	-9
O=C(NCCc1ccccc1)c1cc(=O)[nH]c2ccccc12	12	2	13	-14	0	0	-15	-2	-0.1	5
Clc1nc(-c2ccccc2)cc(-c2ccccc2)n1	10	0	-3	2	-12	1	-38	-8	-0.8	-2
CC(CNC(=O)Cn1cnc2c(OCc3ccccc3)ncnc21)c1ccccc1 (configuration not stated)	.	9	0	4	5	.	1	-7	-0.3	8
CC1C(=O)N(Cc2cn(CCC3OCCO3)nn2)CCS(=O)(=O)N1Cc1ccc(-c2ccc(F)cc2)cc1 (configuration not stated)	.	0	3	4	.	.	.	-2	-0.2	-5
Cc1ccc(-c2cc(C(=O)Nc3cccnc3)[nH]n2)c(O)c1C	-11	5	7	-10	-31	-2	1	0	-0.4	-3
CC(OC(=O)CCc1nc2ccccc2c(=O)[nH]1)C(=O)NC1CCCC1 (configuration not stated)	9	5	2	-5	-2	-2	-14	-8	0.1	1
Cc1ccc(C2CC2c2n[nH]c(=S)n2-c2ccc(C)cc2)cc1 (configuration not stated)	9	-2	2	-1	5	3	1	-2	?	-3
C=CCC1C=C(C)CC(CC=C)N1 (configuration not stated)	26	8	3	7	6	5	-26&2&7	-16	-1.5	5
COc1ccc(C(=O)Nc2ccc3[nH]ncc3c2)cc1OC	5	5	-11	-8	8	1	-26	.	.	.
COC(=O)c1ccc(S(=O)(=O)N2CCN(C(c3ccccc3)c3ccccc3)CC2)n1C	16	-8	-17	-5	-1	0	-9	?	-6.0	-6
OCC[C@@H]1C[C@H](O)[C@@H](O)[C@]2(OCc3cc(C(F)(F)F)ccc32)O1	.	8	.	11	.	.	.	1	0.3	-2
CC(C)C(NC(=O)c1ccccc1NC(=O)C(C)(C)C)C(=O)N1CCOCC1 (configuration not stated)	.	-7	0	-1	2	.	1	6	0.9	0
COCCN1C(=O)N(c2ccc(Cl)cc2)C(=O)C1CC(=O)Nc1cc(OC)cc(OC)c1 (configuration not stated)	25	12	3	3	-6	-6	-15	11	0.7	1
COc1ccc(CCN(C)C2CCCN(C(=O)CCSC)C2)cc1OC (configuration not stated)	2	-4	2	3	-2	0	-14	?	?	-10
Cc1ccccc1NC(=O)COC(=O)Cc1cccc(C(F)(F)F)c1	43	3	0	16	0	2	-8	-9	-1.4	-1
O=S(=O)(NNc1nccc(C(F)(F)F)n1)c1cccc(Cl)c1Cl	1	-1	9	-10	8	9	-13	?	?	-9

The last two entries of the part above come first, to join the parts:
Molecule	DUSP3 inh	PrPC TRFRET	MazEF act	CCHFV vOTU inh	Rv3671c inh	3CLpro inhibitor	PriA SSB inh	BoNT-F LC inh	BoNT-A LC inh2	Anthrax LF inh2
Cc1ccccc1NC(=O)COC(=O)Cc1cccc(C(F)(F)F)c1	43	3	0	16	0	2	-8	-9	-1.4	-1
O=S(=O)(NNc1nccc(C(F)(F)F)n1)c1cccc(Cl)c1Cl	1	-1	9	-10	8	9	-13	?	?	-9
CCOCCc1nnc(NC(=O)C(CC)c2ccccc2)s1 (configuration not stated)	-34	-4	2	2	-2	-4	-12	-5	-0.5	0
O=C(Nc1ccccc1Cl)OC1CCCCC1	28	-3	1	7	-11	4	4	-3	1.4	-9
Cc1ccccc1NC(=O)/C=C1\SC(=O)NC1=O	11	-8	-13	-4	-6	0	-9	-2	-0.5	0
CCCn1c2ccccc2c2cc(C(=O)O)ccc21	0	-2	-5	-1	-9	0	-13	-3	-0.5	-4
CCCCNC(=O)C1CCN(c2nc(C)cc(C)n2)CC1	8	4	7	-2	0	3	-13	3	0.2	-2
O=C(NC(=S)Nc1ccc(N2CCOCC2)cc1)c1ccco1	-2	1	2	4	-8	-1	13	-2	0.9	-2
CC(C)NC(=O)C(c1ccc(F)cc1)N(C(=O)CCC(=O)Nc1ccccn1)C1CCCCC1 (configuration not stated)	-3	9	2	1	10	5	-6	-5	0.3	-3
Cc1c(CC(=O)NCCCCCC(=O)O)c(=O)oc2cc3c(cc12)CCC(C)(C)O3	6	8	5	-185	.	-3	-7	24	-2.0	-14
O=C(NCC1CCCO1)c1ccc2c(=O)n(Cc3ccc(Cl)cc3)c(=S)[nH]c2c1 (configuration not stated)	-6	-5	-2	-11	-10	2	-11	-2	-0.5	1
O=C(Oc1ccc(C(=S)N2CCOCC2)cc1)c1ccc([N+](=O)[O-])cc1[N+](=O)[O-]	4	-18	9	-17	-7	-2	-7	27	-3.6	6
COc1ccc(C(=O)NCC(=O)N/N=C/c2cn(C)c3ccccc23)cc1OC	9	-9	-6	3	.	-3	.	6	5.5	9
O=C(Nc1cccc(Br)c1)c1ccc(CSc2ccccc2)cc1	15	5	1	3	4	5	5	-13	0.4	-3
CCC(C)c1ccccc1NC(=O)CN(C)CC(=O)Nc1ccccc1SC (configuration not stated)	-3	2	-2	12	-1	-4	-1	-12	0.3	-7
CC1CC(C)CN(S(=O)(=O)c2ccc3c(c2)oc(=O)n3CC(=O)N2CCOCC2)C1 (configuration not stated)	15	0	7	2	4	2	-3	10	0.3	-9
CC1(CNC(=O)C(=O)NCC2(C)CO2)CO1 (configuration not stated)	.	-4	9	0	.	.	-10	3	0.0	-6
COc1cccc(NC(=O)C(Sc2nnc(-c3ccncc3)n2-c2ccc(Cl)cc2)c2ccccc2)c1 (configuration not stated)	4	7	-4	11	-23	0	1	-2	0.1	-2
Cc1onc(C(=O)NCc2cccs2)c1[N+](=O)[O-]	-2	-12	4	0	-2	-4	-4	-4	0.0	-1
COc1ccccc1NC(=O)CSc1nnnn1C1CCCC1	25	2	1	-9	.	5	0	-1	-1.0	-3
CCc1cc[n+](-c2nc([O-])sc2C=O)cc1	24	-36	24	15	3	4	4	-8	-0.3	-3
COc1ccc(OC)c(CNCCc2ccc(OC)c(OC)c2)c1	49	-5	10	-10	0	0	6	.	.	.
Cc1noc(NS(=O)(=O)c2ccc(NC(=O)CCC3CCCCC3)cc2)c1C	11	7	1	14	0	2	3	-2	-0.4	-1
Cc1cc(N2CCOCC2)nc(-c2ccccc2O)n1	3	-14	-1	7	-4	1	-8	-4	0.0	0
CC(CNS(=O)(=O)c1ccccc1)(c1ccccc1)N1CCOCC1 (configuration not stated)	13	4	2	-9	-4	3	-10	-1	0.3	1
CC(C)Oc1ccc(/C(O)=C2/C(=O)C(=O)N(CCN(C)C)C2c2ccco2)cc1 (configuration not stated)	18	-2	6	1	3	2	.	3	0.6	-3
COc1ccccc1/C=C/C=NC1C(=O)N(c2ccccc2)[N+](C)=C1C (configuration not stated)	-3	-2	3	-5	6	5	11	?	-1.4	-2
Cn1c(N)c(S(=O)(=O)N2CCN(C(=O)c3ccco3)CC2)c(=O)n(C)c1=O	1	7	0	1	-5	-3	-17	0	0.0	-3
CCOC(=O)c1ccccc1NC(=O)Cc1ccc(OC)c(S(=O)(=O)N2CCOCC2)c1	.	-3	3	8	-3	.	-9	1	0.3	-2
COc1ccc2nc(SCC(=O)NCc3ccccc3)[nH]c2c1	4	-3	-1	-2	.	-3	3	-2	-1.2	-32
CCN1CCN(CCCNc2ncnc3nc[nH]c23)CC1	32	-6	8	-3	-1	-1	7	6	-0.9	-1
O=C(O)CC(NC(=O)c1sc2ccccc2c1Cl)c1ccc(OC2CCCC2)cc1 (configuration not stated)	-13	31*	-3	19	-10	11	-11	-6	-0.5	-4

Reformatted with two lines to a compound: part of the list above.
Values run as follows: DUSP3 inh | PrPC TRFRET | MazEF act | CCHFV vOTU inh | Rv3671c inh | 3CLpro inhibitor | PriA SSB inh | BoNT-F LC inh | BoNT-A LC inh2 | Anthrax LF inh2
- CC1(CNC(=O)C(=O)NCC2(C)CO2)CO1 (configuration not stated)
    . | -4 | 9 | 0 | . | . | -10 | 3 | 0.0 | -6
- COc1ccc(C(=O)NCC(=O)N/N=C/c2cn(C)c3ccccc23)cc1OC
    9 | -9 | -6 | 3 | . | -3 | . | 6 | 5.5 | 9
- COc1ccccc1NC(=O)CSc1nnnn1C1CCCC1
    25 | 2 | 1 | -9 | . | 5 | 0 | -1 | -1.0 | -3

(continued)
Molecule	DUSP3 inh	PrPC TRFRET	MazEF act	CCHFV vOTU inh	Rv3671c inh	3CLpro inhibitor	PriA SSB inh	BoNT-F LC inh	BoNT-A LC inh2	Anthrax LF inh2
COc1ccc(OC)c(NC(=O)C(C)OC(=O)c2cc3ccccc3[nH]2)c1 (configuration not stated)	.	14	-9	23	.	.	-10	-3	2.6	2
CSc1sc(C)cc1C=O	-1	-5	8	-10	3	-1	1	-3	-0.1	1
CCN(CC)c1ccc(NC(=O)c2cc(Cl)ccc2OC)cc1	0	9	-1	11	2	3	43	-17	-1.0	-6
Cc1cccc(NC(=S)Nc2ccc(Br)cc2)c1	19	8	12	1	5	7	-6	-3	-0.8	-1
COc1ccccc1-n1nnnc1SCC(=O)NCC1(N2CCCCC2)CCCCC1	.	-1	4	14	.	.	-5	1	-1.0	-6
CC1CCCC(C)N1NC(=O)c1ccc(Cl)c(S(N)(=O)=O)c1 (configuration not stated)	-6	2	1	1	4	-5	-19	0	0.3	-1
COc1cc(CNCc2cccs2)cc(Br)c1OC	25	17	-11	-4	-9	5	-3	-5	0.5	-2
CN(CC(=O)NCCc1ccc(S(N)(=O)=O)cc1)CC(=O)Nc1ccccc1Cl	.	1	-11	-3	3	.	24	-5	-2.5	-3
CCOCCCNc1nc(-c2ccccc2)nc2ccccc12	4	1	4	-2	-8	3	-44	13	3.5	-22
CC(C)N(C(=O)c1ccc2nc(-c3ccccc3)c(-c3ccccc3)nc2c1)C(C)C	1	-3	2	-30	-4	4	5	0	1.7	-1
Cc1nnc(SCC(=O)N2CC(C)OC(C)C2)n1-c1ccccc1 (configuration not stated)	48	2	3	1	1	-2	1	5	1.8	0
C[C@@H]1CN(c2c(F)c(F)c3c(=O)c(C(=O)O)cn(C4CC4)c3c2F)C[C@H](C)N1	58*	1	7	-6	.	-4	5	-3	-1.0	-7

A portion of the library; rates above refer to the full screens.
